# GDH-TPI inh: GDH-TPI coupling enzyme inhibitors, primary screen, artefact control for M. tuberculosis FBA inhibitor project, biochemical, absorbance, full deck | AID 588335, 2011 | inhibition, % at 4.8 µM | GDH-TPI coupled enzyme counterscreen, NADH absorbance | 360,000 tested, 1.2% active; in the data active means inhibition above about 30%;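 further: 0% = DMSO wells and 100% = wells lacking the enzyme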
# BioA inh: M. tuberculosis BioA enzyme inhibitors, primary screen, biochemical, plate reader, single point, HTS; 360,000 tested, 0.096% active; 7,8-diaminopelargonic acid synthase BioA (Mycobacterium tuberculosis); inhibition, % at 9.99 µM; purified M. tuberculosis BioA enzyme; in the data active means inhibition above about 40%; inconclusive means no clear call, values can overlap the other calls
# UGM FP inh: M. tuberculosis UGM enzyme inhibitors, primary screen, biochemical, fluorescence polarization, single point; inhibition, % at 10 µM; UDP-galactopyranose mutase (Mycobacterium tuberculosis (strain ATCC 25618 / H37Rv)), …; purified UGM, fluorescence polarization probe displacement; AID 504406, 2011; 320,000 tested, 0.06% active; in the data active means inhibition above about 10%, passing the limit was not always enough; inconclusive means no clear call, values can overlap the other calls
# Target sequence (P9WIQ1 whole entry, looked up): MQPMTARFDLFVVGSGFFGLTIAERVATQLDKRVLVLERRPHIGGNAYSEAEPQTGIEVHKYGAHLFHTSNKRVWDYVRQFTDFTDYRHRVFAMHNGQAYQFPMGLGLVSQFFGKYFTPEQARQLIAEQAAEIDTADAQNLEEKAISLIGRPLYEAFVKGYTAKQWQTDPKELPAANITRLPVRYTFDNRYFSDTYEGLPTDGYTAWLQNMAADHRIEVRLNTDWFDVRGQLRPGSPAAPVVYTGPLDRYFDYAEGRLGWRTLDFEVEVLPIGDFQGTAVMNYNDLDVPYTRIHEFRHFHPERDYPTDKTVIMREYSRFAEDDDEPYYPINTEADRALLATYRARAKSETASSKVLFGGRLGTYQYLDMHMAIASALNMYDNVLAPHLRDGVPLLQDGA
# BoNT A protease: BoNT/A light chain protease inhibitors, primary screen, biochemical, flow cytometry, MLPCN library; 360,000 tested, 0.17% active; Botulinum neurotoxin type A light chain protease (Clostridium botulinum A str. ATCC 3502); AID 588499, 2011; multiplex microsphere protease substrate cleavage; inhibition, % at 10 µM; further: plate controls were buffer without enzyme for full effect and enzyme alone for no effect
# FBA Mtb inh: Mtb FBA enzyme inhibitors, primary screen, biochemical, fluorescence, strain H37Rv | 360,000 tested, 2.3% active | inhibition, % at 1 µM | purified M. tuberculosis FBA, fluorescence read-out | Fructose-bisphosphate aldolase (Mycobacterium tuberculosis (strain ATCC 25618 / H37Rv)), …; in the data active means inhibition above about 27%;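 further: 0% = vehicle and 100% = reference inhibitor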
# Target sequence (P9WQA3 whole entry, looked up): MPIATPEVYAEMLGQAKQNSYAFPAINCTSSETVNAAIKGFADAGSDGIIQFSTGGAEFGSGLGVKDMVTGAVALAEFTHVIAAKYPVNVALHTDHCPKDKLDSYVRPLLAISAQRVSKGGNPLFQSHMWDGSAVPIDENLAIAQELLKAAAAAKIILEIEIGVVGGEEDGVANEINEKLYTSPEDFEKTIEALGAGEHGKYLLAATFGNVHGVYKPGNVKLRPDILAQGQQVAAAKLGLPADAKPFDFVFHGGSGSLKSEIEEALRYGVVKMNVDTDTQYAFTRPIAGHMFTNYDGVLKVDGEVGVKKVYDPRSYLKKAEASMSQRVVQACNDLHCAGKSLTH
# PfHsp40 rescue: rescue of yeast from PfHsp40 toxicity, primary screen, S. cerevisiae, ATP luminescence; 340,000 tested, 0.68% active; growth rescue, % at 12.5 µM; S. cerevisiae expressing PfHsp40, growth rescue; AID 504582, 2011; in the data active means growth rescue above about 28%, passing the limit was not always enough; inconclusive means no clear call, values can overlap the other calls;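 further: yeast W303a lacking pdr1 and pdr3 grown in galactose medium; growth measured after three days at 30 °C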
# Anthrax LF inh2: Bacillus anthracis LF protease inhibitors, primary screen, biochemical, multiplex microsphere, MLPCN library | inhibition, % at 10 µM | 360,000 tested, 0.12% active | multiplex microsphere protease cleavage assay | Lethal factor (Bacillus anthracis), P15917; further: plate controls were buffer without enzyme for full effect and enzyme alone for no effect
# FadD28 binding: inhibitors of FadD28 bisubstrate probe binding, primary screen, biochemical, fluorescence polarization, single point; AID 588549, 2011; inhibition, % at 12.5 µM; 360,000 tested, 0.22% active; Mycobacterium tuberculosis FadD28 fatty-acid-AMP ligase; in the data active means inhibition above about 8.5%, passing the limit was not always enough; inconclusive means no clear call, values can overlap the other calls
# BoNT-F LC inh: BoNT/F light chain protease inhibitors, primary screen, biochemical, flow cytometry, MLPCN library; Botulinum neurotoxin type F light chain protease (Clostridium botulinum); Multiplex microsphere protease cleavage assay; inhibition, % at 10 µM; 360,000 tested, 0.22% active; AID 588497, 2011; in the data active means inhibition above about 35%, passing the limit was not always enough; inconclusive means no clear call, values can overlap the other calls; further: plate controls were buffer without enzyme for full effect and enzyme alone for no effect
# The depositor's hits bear a star; u = inconclusive; x = not tested or not shown; & = joins results of further samples. Unless noted, no stated cut-off is given here; in the data, active means inhibition above about 30%; inconclusive means no clear call, values can overlap the other calls; inactive means below that.
SMILES,GDH-TPI inh,BioA inh,UGM FP inh,BoNT A protease,FBA Mtb inh,PfHsp40 rescue,Anthrax LF inh2,FadD28 binding,BoNT-F LC inh
C=C(C)c1cccc(C(C)(C)NC(=O)N2CCN(c3ccc(OC)cc3)CC2)c1,4,x,-3.2,-0.4,-2,0.7,-2,-0.9,-4
Cn1c(NC(=O)c2ccccc2)cc(=O)n(C)c1=O,12,-1.0,x,0.0,4,-1.3,-11,-0.6,0
CC1CCC(C(C)C)C(OC(=O)COC(=O)c2cc(O)ccc2N)C1 (configuration not stated),-5,x,-1.1,-0.9,18,1.0,-3,-5.8,-11
COc1ccc(Cl)cc1N/C(N)=N/c1nc(CSc2ccc(C)cc2)cc(=O)[nH]1,4,x,-1.7,1.4,5,0.3,-1,-0.2,-2
CCOC(=O)CCc1c(C)nc2ncnn2c1C,12,-1.2,0.3,u,-1,0.4,-2,-1.4,-2
CC(NC(=O)COc1ccccc1)C(=O)NC1=NCCS1 (configuration not stated),1,7.4,2.9,-0.6,2,-2.0,-4,-1.4,-3
N=C1C=CC=C2C1=NC1(CCCCC1)N2O,8,0.1,0.1,3.8,0,0.9,-6,0.8,-13
CCCc1nnc(NC(=O)CSc2nc3ccccc3[nH]2)s1,3,-0.7,2.8,-1.1,9,-0.5,-3,-3.5,-1
S=C(NCCc1ccc(Cl)cc1)NC1CC1,4,x,-0.4,0.0,8,-0.6,-5,-1.3,2
CC(OC(=O)C1CCN(S(=O)(=O)c2ccc3c(c2)OCCO3)CC1)C(=O)NC1(C#N)CCCCC1 (configuration not stated),-4,-3.9,x,-0.4,4,-0.2,-9,-2.0,-5
Cc1ccc(NC(=S)N(Cc2cccc(Br)c2)CC2CCC(C(=O)O)CC2)cc1Cl (configuration not stated),-1,x,-1.6,0.7,-3,4.3,-1,-3.4,1
CC(C)NC(=O)C1(C)CCN1C(=O)c1ccccc1 (configuration not stated),-1,0.6,x,-0.1,-3,x,-7,-3.3,-2
COc1ccc(CCNS(=O)(=O)c2cccc3nsnc23)cc1OC,13,-0.5,-0.4,1.4,0,-0.5,-2,-0.8,-7
Cn1c(C(=O)N2CCCC(C(=O)NCc3cccs3)C2)cc2sccc21 (configuration not stated),3,x,-0.5,0.5,5,0.2,-10,0.0,-4
O=C(O)c1ccccc1-c1ccccc1C(=O)NCc1ccco1,8,0.7,-1.3,-1.1,-1,-0.7,-11,0.4,-8
Cc1ccc(C(C)C)c(OCCCN(C)Cc2ccccc2)c1,3,x,-3.0,0.4,-3,1.4,-2,-1.6,8
Cc1ccc2nc(SCC(=O)NCc3ccc4c(c3)OCO4)nc(=O)n2c1,8,7.9,-1.0,3.5,-6,-1.3,1,-2.8,14
CCN(CC(=O)N1CCC(C(N)=O)CC1)S(=O)(=O)c1ccc(Cl)cc1,3,-3.2,3.1,-1.2,0,-2.3,0,-2.3,2
O=C(CCS(=O)(=O)c1cccc2nonc12)Nc1cccc2c1CCCC2,0,2.7,1.1,-0.5,2,0.8,1,-1.3,-15
CC(=O)c1ccc(OCC(=O)Nc2ccc3c(c2)CCC3)cc1,-3,x,2.0,0.3,-1,4.1,-7,-0.7,-5
COc1ccc(CNC(=O)COc2ccc(OC)cc2)cc1,-7,-0.3,2.8,-1.1,2,0.9,0,22*,5
C=CCn1c(-c2cccc([N+](=O)[O-])c2)n[nH]c1=S,2,0.7,1.9,0.0,0,1.0,2,-0.7,4
O=[N+]([O-])c1cccc(-c2ccc(/C=N/NC(=S)Nc3cccc(F)c3)o2)c1,13,x,-2.3,0.2,-3,3.3,-3,-2.4,-9
O=C(NCc1ccccc1CN1CCCC1)C1CCN(C(=O)c2ccc(Cl)cc2)CC1,8,1.2,x,-0.1,-3,x,0,-2.8,-1
CCCn1c(SCC(=O)NC(=O)NC(C)(C)C)n[nH]c1=O,8,x,0.5,0.4,5,u,2,-0.5,-5

# Three structures from above, arranged by heavy-atom count, highest first.
SMILES,GDH-TPI inh,BioA inh,UGM FP inh,BoNT A protease,FBA Mtb inh,PfHsp40 rescue,Anthrax LF inh2,FadD28 binding,BoNT-F LC inh
Cc1ccc(C(C)C)c(OCCCN(C)Cc2ccccc2)c1,3,x,-3.0,0.4,-3,1.4,-2,-1.6,8
CCCc1nnc(NC(=O)CSc2nc3ccccc3[nH]2)s1,3,-0.7,2.8,-1.1,9,-0.5,-3,-3.5,-1
Cn1c(NC(=O)c2ccccc2)cc(=O)n(C)c1=O,12,-1.0,x,0.0,4,-1.3,-11,-0.6,0

# Other records
SMILES,GDH-TPI inh,BioA inh,UGM FP inh,BoNT A protease,FBA Mtb inh,PfHsp40 rescue,Anthrax LF inh2,FadD28 binding,BoNT-F LC inh
CCOc1ccc(/C=C/C(O)=C2/C(=O)N(C)C3(C)CC2c2ccccc2O3)cc1OC (configuration not stated),39*,-1.7,0.7,0.1,3,-1.3,-9,-0.8,-3
N=C(N)SCc1nc2ccccc2c(=O)n1-c1ccccc1,0&10,x,2.7&0.9,12&19,6&5,0.4&1.2,5&12,-0.9&-0.8,-1&-8
Cc1ccccc1N1CCN(C2CCCN(C(=O)CCC3(C)CC3)C2)CC1 (configuration not stated),4,2.5,-2.0,2.2,-1,-0.7,1,-1.1,2
CNC(=O)C(C)N1c2cccc3cccc(c23)S1(=O)=O (configuration not stated),-3,1.2,-0.2,-3.4,8,-0.4,2,-1.2,-10
O=C(NC1CCCCC1)c1cc2c(cc1Cl)N1CCCCCC1=NS2(=O)=O,1,1.2,x,-7.5,-2,-0.4,-4,-3.1,9
CCOC(=O)c1csc(NC(=O)c2ccc(OC)c(OC)c2)n1,-2,-0.6,0.0,-0.4,-3,-0.2,-2,-4.7,-1
O=C(N/N=C/c1ccccn1)c1ccc(Br)cc1,1,x,2.0,-1.2,-1,5.5,1,-3.9,-6
O=C(c1ccc2nc[nH]c2c1)N1CCN(c2cccc(Cl)c2)CC1,0,10,0.7,-2.3,-3,9.1,-2,-4.6,-11
CN(Cc1ccc(Cl)cc1Cl)C(=O)c1cc(=O)c2ccccc2o1,-3,8.3,-0.2,-0.5,2,0.8,3,-7.0,4
OCCC1CN(Cc2cccc(F)c2F)CCN1CCc1ccccc1 (configuration not stated),0,3.1,-0.2,-0.8,1,-0.6,2,-1.8,u
CC(=O)Nc1ccc(NC(=O)CSc2nc3[nH]ncc3c(=O)n2-c2ccccc2)cc1,12,1.7,0.3,-2.2,7,0.5,0,-0.8,1
CCC(CC)CN1CCC(CN2C(=O)C(=O)NC[C@@H]2CC(C)C)CC1,x,-4.4,x,2.9,3,x,13,-2.3,20
C#C[C@]1(O)CC[C@H]2[C@@H]3CCC4=CC(=O)CC[C@@H]4[C@H]3CC[C@@]21C,12,-4.6,-1.7,0.1,5,6.8,-3,-1.8,-5
Cc1cc(-c2nnc(CCC(=O)NC(c3ccccc3)c3ccccc3)o2)no1,1,x,1.2,0.3,-1,0.1,5,-0.4,-2
CCC(C(=O)NC(C)c1ccccc1)C(=O)NC(C)c1ccccc1 (configuration not stated),-7,0.2,-1.1,-3.9,2,-0.1,-11,-0.5,-7
CCNC(=S)N/N=C1\C(=O)c2cccc3cccc1c23,21,-0.7,-1.5,2.7,-2,0.8,0,-1.2,-8
NCCCC[C@@H]1NC(=O)c2cc([N+](=O)[O-])cc(I)c2SC[C@@H](C(N)=O)NC(=O)[C@H](CCC(N)=O)NC1=O,0,-0.5,-0.5,-0.2,1,-1.7,-4,0.2,2
CCOC(=O)c1cc(C(=O)NC(C)c2ccccc2)c(C)[nH]c1=O (configuration not stated),-1,x,-0.3,-1.3,0,1.1,0,0.0,-2
CCCC(=O)N1CCC1(C)C(=O)Nc1ccc2nccnc2c1 (configuration not stated),24,-0.1,x,0.1,43*,x,-8,-2.8,-7
Cc1nn(-c2ccc(F)cc2)c(N)c1C1(O)C(=O)Nc2ccccc21 (configuration not stated),5,x,-0.1,-0.4,-4,-0.7,1,-3.1,3
COCCCN1C(=O)C(=O)/C(=C(/O)c2ccc(S(=O)(=O)N3CCOCC3)cc2)C1c1ccc(OC)cc1 (configuration not stated),16,1.1,0.2,0.4,2,-0.1,1,-0.2,2
Cc1nn(-c2ccccc2)c(N)c1C(O)(CC(=O)C(F)(F)F)C(F)(F)F (configuration not stated),3,x,1.6,0.6,0,0.6,-2,1.2,6
CCCOc1ccc(C2=CSC3=NCCN23)cc1[N+](=O)[O-],6,1.8,-0.3,3.8,-3,5.7,9,-4.7,12
CCCCCCn1c(=O)c(C(=O)Nc2c(C)n(C)n(-c3ccccc3)c2=O)c(O)c2ccccc21,10,1.2,2.2,-0.6,4,-0.3,-2,-1.7,2
CC(NCCC1(Cc2ccccc2Cl)CCOC(C)(C)C1)c1cccs1 (configuration not stated),-5,9.7,-1.3,2.3,5,0.2,10,-1.7,11
# The listing continues.
SMILES,GDH-TPI inh,BioA inh,UGM FP inh,BoNT A protease,FBA Mtb inh,PfHsp40 rescue,Anthrax LF inh2,FadD28 binding,BoNT-F LC inh
Cc1ccc(C(=O)N2CCN(c3ccc(N4CCOCC4)nn3)CC2)cc1,-6,x,1.4,4.5,37*,-0.3,-3,-2.0,8
O=C(COC(=O)CCSc1ccc(Cl)cc1)Nc1ccc(F)cc1,-1,x,-0.5,-0.1,0,1.9,-1,-3.4,-2
COc1ccc(C(=O)NC(=S)N2CCCCC2c2cccnc2)cc1OC (configuration not stated),3,-0.3,-2.1,0.7,1,-0.8,0,-0.6,6
CC(C)NC(=O)N(C)C[C@H]1Oc2ccc(NC(=O)CCN3CCOCC3)cc2C(=O)N([C@H](C)CO)C[C@@H]1C,-4,-1.4&-2.7,x,-0.2,-2,0.7,-5,-2.5,1
C#CC1(O)CCC2C3CCC4=C/C(=N/OCC(=O)NCC(=O)NC(C(=O)O)C(C)C)CC[C@]4(C)C3CC[C@@]21C (some centres not stated),7,-0.6,-0.6,-1.5,-2,0.9,-6,-5.4,-11
COCCNC(=O)c1ccc(CS(=O)(=O)c2ccccc2OC)o1,0,-1.9,0.1,-1.5,4,-0.6,-13,-4.1,11
COC(=O)C(CCCCNC(=O)OCc1ccccc1)NC(=O)CN (configuration not stated),-5,-0.6,-1.7,-0.3,-3,0.0,-1,-2.9,-4
COC(=O)c1ccc(N2C(=O)C3C4C=CC(CC4)C3C2=O)cc1 (configuration not stated),13,1.5,4.0,-1.2,2,-1.6,23,2.4,u
COc1ncccc1C(=O)NC1CCCc2c1cnn2-c1ccc(C)c(C)c1 (configuration not stated),-12,2.9,-4.9,3.5,2,-0.6,-1,-0.9,3
COc1ccc(CCN2CCCn3c2nc2c3c(=O)n(Cc3ccccc3F)c(=O)n2C)cc1OC,3,x,-1.4,-0.7,2,0.9,1,-0.8,7
COCC(=O)N1CCC(Oc2ccc(C(=O)N3C[C@@H]4CCC[C@H]3C4)cc2)CC1,0,-0.7,x,-0.6,2,-0.4,1,0.8,-10
O=C(CSc1nc2c(cnn2-c2ccc(F)cc2)c(=O)[nH]1)N1CCCc2ccccc21,6,-1.8,-0.9,-1.0,1,1.9,-3,0.0,7

# An excerpt from above, limited to UGM FP inh, BioA inh and FadD28 binding.
Structure	UGM FP inh	BioA inh	FadD28 binding
COCCNC(=O)c1ccc(CS(=O)(=O)c2ccccc2OC)o1	0.1	-1.9	-4.1
COC(=O)C(CCCCNC(=O)OCc1ccccc1)NC(=O)CN (configuration not stated)	-1.7	-0.6	-2.9
COC(=O)c1ccc(N2C(=O)C3C4C=CC(CC4)C3C2=O)cc1 (configuration not stated)	4.0	1.5	2.4

# Source: PubChem
